Bioassay records: PubChem, several laboratories
rCAG binder: molecules binding r(CAG) RNA repeats; 370,000 tested, 1.3% active; r(CAG) RNA repeat, TO-PRO-1 dye displacement fluorescence; inhibition, % at 3 µM; AID 651821;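 active = inhibition above the plate cutoff, the mean of all test compounds on that plate plus 3 SD, cut at about 35% in these data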;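 also: 0% = DMSO alone and 100% = 100 µM mitoxantrone as full dye displacement; higher means more dye released from RNA so lower well fluorescence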
LEDGF integ inh: blocks HIV-1 LEDGF/p75-dependent DNA integration; TR-FRET IN-LEDGF/p75 DNA integration, Eu/Cy5; inhibition, % at 3.7 µM; 370,000 tested, 0.64% active;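 active = inhibition above the screen-wide mean plus 3 SD, cut at about 13% in these data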;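 also: signal is the Cy5 over europium emission ratio at 671 and 618 nm; 0% = plate median of compound wells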
mABHD4 FP: ABHD4 (mouse) inhibition, primary FP screen | Q8VD66 | purified mABHD4, FP-Rh probe fluorescence polarization | inhibition, % at 8.92 µM | 370,000 tested, 0.54% active;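 active = inhibition exceeding the mean over every tested compound plus 3 SD, cut at about 30% in these data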;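 also: 0% = plate median of compound wells and 100% = S159A mutant with DMSO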
Target sequence (Q8VD66 whole entry, looked up): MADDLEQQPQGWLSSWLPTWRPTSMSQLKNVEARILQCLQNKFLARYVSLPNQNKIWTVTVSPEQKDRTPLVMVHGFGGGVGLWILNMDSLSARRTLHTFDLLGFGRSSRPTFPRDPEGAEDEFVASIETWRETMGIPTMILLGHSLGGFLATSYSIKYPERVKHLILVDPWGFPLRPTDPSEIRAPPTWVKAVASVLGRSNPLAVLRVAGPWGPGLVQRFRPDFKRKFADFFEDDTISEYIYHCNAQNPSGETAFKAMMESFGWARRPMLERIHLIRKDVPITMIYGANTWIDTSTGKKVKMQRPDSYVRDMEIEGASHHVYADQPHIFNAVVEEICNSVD
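Assay system: wild-type mouse ABHD4 protein; compound: single nominal dose of 8.92 µM, 0.89% DMSO final; schedule: 45 min + 60 min at 25 °C; measured by: FP readout, ex 525 nm / em 598 nm; evaluation: % inhibition of FP-Rh probe binding versus controls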
PRMT1 inh: blocks human protein arginine methyltransferase 1 | 370,000 tested, 1.3% active | recombinant PRMT1, activity-based probe fluorescence polarization | inhibition, % at 2.79 µM;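 active = inhibition above about 21% made by adding two undisclosed values, limit read from the data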
SIAE primary: inhibitors of human sialic acid acetylesterase SIAE | SIAE FP-Rh probe binding, fluorescence polarization | inhibition, % at 9.66 µM | 370,000 tested, 0.69% active | AID 1053197 | Q9HAT2;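 active = inhibition above a cutoff: mean of compounds within the control limits plus 3 SD of those, cut at about 17% in these data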;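 also: 0% = plate median of compound wells and 100% = probe without SIAE protein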
GC-B act: GC-B (human) receptor activation; AID 1920062; activation, % at 10 µM; HEK293-GC-B cells, CNP EC30, cGMP TR-FRET; 0% at EC30 CNP, 100% saturating CNP; 370,000 tested, 0.11% active;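 active = activation at 10 µM reaching about 35% in either raw or pattern-adjusted values, limit read from the data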
TDP2 absorb: TDP2 (human) inhibition, absorbance primary screen; O95551; recombinant TDP2, T5PNP hydrolysis, p-nitrophenol absorbance 415 nm; inhibition, % at 12.8 µM; 370,000 tested, 0.34% active; AID 720702;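 active = inhibition above the mean of all tested compounds plus 3 SD, set per campaign, cut at about 25% in these data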;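 also: 0% = DMSO with enzyme and 100% = buffer with substrate but no TDP2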
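System: recombinant human TDP2 / Amount: 120 nM TDP2 per well / Also added: 5 mM T5PNP chromogenic substrate / Doses: 12.8 µM single point, 1% DMSO / Incubation: 2 h at 37 °C / Detection: p-Nitrophenol epi absorbance / Evaluation: % inhibition relative to enzyme-containing and enzyme-free wells / Repeats: singlicate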
HTRA1 inhibitor: blocks human HTRA1 serine peptidase. Q92743. recombinant HTRA1, FP-rhodamine activity-based probe, fluorescence polarization. inhibition, % at 5.96 µM. 340,000 tested, 0.5% active. AID 504803; in the data active = inhibition above about 36%;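 also: 0% = enzyme with DMSO and 100% = wells lacking enzyme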
MBD2 DNA inh: blocks human MBD2 binding to methylated DNA. inhibition, % at 4.4 µM. AID 686964. TR-FRET, MBD2 binding to methylated oligonucleotide. 370,000 tested, 0.31% active. Q9UBB5; in the data active = inhibition above about 13%
Target sequence (Q9UBB5 whole entry, looked up): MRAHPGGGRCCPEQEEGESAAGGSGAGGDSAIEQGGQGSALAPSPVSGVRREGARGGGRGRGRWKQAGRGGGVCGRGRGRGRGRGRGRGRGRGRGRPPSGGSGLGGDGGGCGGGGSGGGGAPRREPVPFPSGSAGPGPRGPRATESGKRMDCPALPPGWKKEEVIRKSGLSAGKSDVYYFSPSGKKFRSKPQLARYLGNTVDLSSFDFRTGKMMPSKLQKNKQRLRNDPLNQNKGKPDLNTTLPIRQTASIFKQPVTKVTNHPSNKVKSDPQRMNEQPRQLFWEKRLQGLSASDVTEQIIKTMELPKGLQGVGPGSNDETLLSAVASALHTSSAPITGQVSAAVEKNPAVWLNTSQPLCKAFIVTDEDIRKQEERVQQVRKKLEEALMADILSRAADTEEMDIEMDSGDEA
TCR-CD3 inh: human TCR-CD3 binding inhibition; TAMRA-labeled TCR probe fluorescence, biochemical; inhibition, % at 9.4 µM; 360,000 tested, 0.37% active; in the data active = inhibition above about 19%;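 also: recombinant mutant TCR 2C K166C tagged with TAMRA read by polarization; 0% = receptor in buffer alone and 100% = receptor with positive control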
An asterisk follows results filed as active; . = not tested or not shown.

entry	Structure	SIAE primary	rCAG binder	PRMT1 inh	TCR-CD3 inh	LEDGF integ inh	GC-B act	TDP2 absorb	mABHD4 FP	HTRA1 inhibitor	MBD2 DNA inh
1	COc1cccc(NC(=O)c2sc(Cl)nc2C)c1	-2.4	3.1	-1.1	0.8	4.2	6.1	-8.1	0.8	0.7	-5.6
2	CC(NS(=O)(=O)c1ccccc1)C(=O)Nc1ccc2c(c1)OCCO2 (centres undefined)	-0.7	0.0	1.1	-2.6	-8.1	2.4	-6.7	-2.5	5.0	-2.8
3	COc1ccccc1CCC(=O)Nc1ccc2c(c1)CN(CCCn1cccn1)CC2	4.0	-1.4	-2.3	5.1	1.2	-2.3	-5.4	3.7	-6.5	2.0
4	Cc1ccc(/C=C/C(=O)Nc2cccc3ncccc23)o1	2.6	1.2	69.0*	-5.0	6.8	0.2	0.8	13.1	1.6	-7.7
5	CC(C)(C)c1ccc(C(=O)Nc2ccc(F)cc2)s1	0.9	-2.2	-2.9	3.0	-0.6	-1.5	-4.2	-5.7	-15.3	3.4
6	CCn1c(=O)c2cc(C(=O)Nc3cccc(C(C)=O)c3)sc2c2ccccc21	0.8	-0.9	-0.7	-0.6	0.8	9.7	-1.5	0.1	0.8	1.0
7	CC(OC(=O)C1CCC(=O)N1)C(=O)Nc1cc(Cl)cc(Cl)c1 (centres undefined)	-3.3	1.4	-0.3	5.6	1.3	-0.2	-1.6	2.7	-6.5	4.7
8	CCOc1ccc2nc(N(CCCN(C)C)C(=O)c3ccc(S(=O)(=O)N4CCCC4)cc3)sc2c1	-4.5	-5.1	1.0	7.3	1.4	-4.0	-4.7	-0.7	3.1	2.7
9	CCCSc1nc(N)cc(=O)[nH]1	1.1	-2.7	0.6	0.7	-3.9	1.0	5.4	-3.6	-8.6	-1.8
10	CCOC(=O)c1c(C)[nH]c(C(=O)COC(=O)CNC(=O)c2ccc(Br)cc2)c1C	-20.7	4.7	2.5	-6.7	1.1	1.6	-4.3	-7.7	-2.7	8.8
11	Cc1cc(NC(=O)CSc2nc3c(C)cccc3cc2C#N)no1	-14.7	7.7	-4.7	-1.7	2.7	-0.2	-11.6	-14.2	-5.6	2.7
12	CC(C)C[C@@H](CN1CCC[C@@H]1CN1C(=O)C(=O)NC[C@@H]1Cc1ccccc1)N1C[C@H](Cc2ccccc2)N(CC2CCCCCC2)C(=O)C1=O	-2.9	5.8	-2.3	-8.6	3.5	0.5	-12.0	-10.4	-20.9	-5.7
13	Cc1ccc(-c2nnc3ccc(SC(C)C(=O)O)nn23)cc1 (centres undefined)	1.3	2.3	18.4	-4.1	0.0	-1.2	-0.7	5.8	7.3	0.3
14	O=[N+]([O-])c1cccc(-c2ccc(/C=N/NC(=S)Nc3ccccc3)o2)c1	7.5	33.2	0.2	4.9	-2.3	-9.6	2.9	10.8	-3.4	2.3
15	CC1CCc2c(sc3nc(CSc4ncn[nH]4)[nH]c(=O)c23)C1 (centres undefined)	-3.4	4.4	-1.9	5.5	3.4	-1.3	6.5	-1.5	-11.9	-4.8
16	CC(C)Nc1nnc(SC(C)C(=O)Nc2ccc(N3CCOCC3)cc2)s1 (centres undefined)	-2.8	2.8	-1.9	6.4	-2.9	3.5	-5.3	-2.7	2.7	-4.4
17	CCc1nnc(NC(=O)[C@@H](NS(=O)(=O)c2ccc3c(c2)OCCO3)C(C)C)s1	-7.2	1.7	1.5	-5.1	6.3	2.4	-23.6	-10.8	-4.3	-1.9
18	COc1ccc([C@H]2C[C@@H](O)[C@H](n3cc(-c4ccc(F)cc4)nn3)CN2C(=O)C2CCCCC2)cc1	6.1	6.6	0.5	5.0	3.3	-4.8	-5.2	0.2	-2.0	-1.3
19	COc1ccc(-c2noc(CCC(=O)N3CCN(c4ccccc4C(F)(F)F)CC3)n2)cc1	-3.7	0.8	0.2	1.8	-3.4	-0.5	-7.8	-8.7	-41.4	3.0
20	CCC(C)(C)n1nnnc1C(c1ccc2ncccc2c1)N1CCCCCC1 (centres undefined)	2.9	-5.1	2.9	1.9	0.8	-11.4	-1.1	3.6	-0.7	5.6
21	CC(=O)N/C(=C/c1ccc2c(c1)OCO2)C(=O)N1CCOCC1	2.4	3.4	2.0	8.5	3.5	0.4	-6.4	5.5	-5.7	-0.6
22	Cc1ccc(SCc2nc3ccccc3n2CC(=O)Nc2ccc(Cl)cc2)cc1	-7.5	18.8	2.7	-1.2	-3.2	-4.8	4.6	-4.7	-13.2	-5.5
23	CCCc1nnc(NC(=O)CCC(=O)NCc2ccc(Cl)cc2Cl)s1	-4.5	0.4	0.1	-4.8	-3.9	-5.2	1.8	4.0	7.9	6.4
24	CC(=O)N1CCOc2ccc(S(=O)(=O)N3CCC(C(=O)NCc4ccc(F)cc4)CC3)cc21	-2.9	0.0	1.5	7.2	1.0	2.0	-5.7	3.3	2.7	-0.9
25	CCOC(=O)C(C)Sc1nc2c(c(=O)[nH]c(=O)n2C)n1CCc1ccccc1 (centres undefined)	-2.8	-8.8	-1.6	2.6	-0.8	-6.8	4.2	-1.1	-5.4	0.8

Profiles as entered above. Screens in order: SIAE primary	rCAG binder	PRMT1 inh	TCR-CD3 inh	LEDGF integ inh	GC-B act	TDP2 absorb	mABHD4 FP	HTRA1 inhibitor	MBD2 DNA inh
Record of CC(=O)N1CCOc2ccc(S(=O)(=O)N3CCC(C(=O)NCc4ccc(F)cc4)CC3)cc21 → -2.9	0.0	1.5	7.2	1.0	2.0	-5.7	3.3	2.7	-0.9
Record of COc1ccccc1CCC(=O)Nc1ccc2c(c1)CN(CCCn1cccn1)CC2 → 4.0	-1.4	-2.3	5.1	1.2	-2.3	-5.4	3.7	-6.5	2.0

Additional entries follow:
entry	Structure	SIAE primary	rCAG binder	PRMT1 inh	TCR-CD3 inh	LEDGF integ inh	GC-B act	TDP2 absorb	mABHD4 FP	HTRA1 inhibitor	MBD2 DNA inh
26	CCSc1nnc(NC(=O)CSc2nc3c(c(=O)n2C)SC(C)C3)s1 (centres undefined)	-3.2	4.1	-0.7	0.1	-0.5	-2.3	10.1	6.8	0.2	4.0
27	Brc1ccc(-c2csc(N3CCCCCC3)n2)cc1	2.4	1.3	4.0	-2.2	-2.9	2.7	-0.9	6.2	-2.8	4.0
28	NC(=O)c1ccc(/C=N/O)nc1	1.4	0.1	-0.1	2.5	-8.8	1.2	-7.9	8.9	4.1	3.7
29	COc1ccc(CCNC(=O)C/C(C)=N/NC(=O)Cc2cccc3ccccc23)cc1OC	2.5	2.7	-0.6	1.9	1.7	-6.3	1.3	-4.4	-10.1	0.4
30	O=C(Oc1ccc2ccc(O)cc2c1)C1CCCCC1	4.4	10.0	5.7	-2.0	1.1	-1.6	-5.8	22.3	.	-4.5
31	Cc1cc(C)cc(N(CC(=O)Nc2cccc(C)n2)S(=O)(=O)c2c(C)noc2C)c1	-2.5	1.3	-2.1	2.5	-3.1	-6.2	2.0	1.1	-41.4	1.0
32	Cc1ccccc1N1CCN(CC(=O)NCc2ccc(Cl)cc2)CC1	-1.9	-5.1	1.2	3.0	1.2	-6.4	4.1	-1.8	-5.1	1.1
33	COc1ccc(C2NC(=O)NC(C)=C2C(=O)OCc2ccccc2)cc1 (centres undefined)	-1.4	-7.0	-1.0	-2.4	2.4	-3.8	-6.0	0.6	-5.0	-1.8
34	Cc1nn(C)c(C)c1S(=O)(=O)N1CCC(CO)(Cc2ccc(Cl)cc2)CC1	-1.4	-6.1	2.9	12.6	-0.2	-0.7	12.1	-0.1	1.2	2.2
35	CC(=O)c1ccc(S(=O)(=O)N(CC(=O)NC2CC2)Cc2ccc(F)cc2)cc1	2.7	-5.6	1.6	-3.2	-3.9	3.6	3.5	1.3	-0.3	5.5
36	CCOc1cc(N2CCOCC2)c(OCC)cc1NC(=O)c1ccc(NC(C)=O)cc1	23.2*	-5.7	-1.1	-1.8	1.7	7.0	14.6	2.2	2.3	-4.9
37	COCCN1Cc2cccc(C(=O)NCCc3ccccc3)c2C1=O	-8.0	-5.7	3.4	-0.9	5.2	-9.7	-6.2	-8.6	3.3	8.0
38	O=C(NCCOc1ccccc1F)C1CC(=O)N(c2ccc3c(c2)OCCO3)C1 (centres undefined)	-6.9	0.7	-2.4	-7.8	3.3	6.8	-6.7	-3.7	11.8	1.7
39	COc1cc(O)c(C(CC(=O)N2CCCC2)c2ccc(N(C)C)cc2)c(OC)c1 (centres undefined)	-1.4	-1.8	1.5	-0.6	-3.9	2.2	-5.7	2.1	1.4	2.4
40	Cc1ccc(NC(=S)N2CCC(N(C)CC3CCCO3)CC2)cc1 (centres undefined)	3.1	-3.8	-6.7	10.2	4.8	-2.4	-2.7	-4.1	11.0	3.4
41	CC(=O)c1cccc(NC(=O)Nc2csc3c2CCCC3)c1	-0.2	12.9	-0.4	8.1	-1.9	-5.6	1.7	-2.2	-12.0	-1.3
42	Cc1cc(C)c(N=Cc2c(O)n(-c3nccs3)c(=O)c3ccccc23)c(C)c1	-3.6	10.0	1.7	1.3	-0.2	14.2	8.2	8.0	-8.3	5.6
43	CCCOc1ccc(C(=O)NCC(c2ccco2)N(C)C)cc1 (centres undefined)	0.4	1.0	-0.6	-0.3	-1.7	0.7	8.0	0.1	3.0	-1.7
44	Clc1ccc(OCCCn2ccnc2)c(Br)c1	-0.3	-3.6	-0.3	-0.9	2.8	1.3	-4.2	14.1	2.6	-3.6
45	CCN(CC)CCNC(=O)CSc1c2c(nc3cc(Cl)ccc13)CCCC2	-1.6	-6.3	14.0	-4.1	-2.5	1.1	1.6	3.1	-30.2	0.9
46	COc1ccccc1NS(=O)(=O)c1ccc(Cl)cc1	2.1	-0.2	-0.7	3.2	1.0	1.3	1.0	3.1	-3.2	0.8
47	COc1ccc(-c2csc(Nc3ccc(O)cc3)n2)cc1	26.2*	24.3	6.9	2.2	11.0	4.4	26.4*	13.1	22.4	1.7
48	CN(C)CCN(Cc1ccco1)S(=O)(=O)c1csc(C(N)=O)c1	0.9	2.2	2.3	-0.9	1.9	-1.6	-0.7	9.0	0.7	-4.5
49	O=C(NCC(=O)N(c1ccc(F)cc1)C(C(=O)NC1CCCC1)c1cccnc1)c1ccco1 (centres undefined)	-0.5	-3.7	-3.7	1.9	1.6	-2.8	4.4	1.8	-0.8	1.8

Just TCR-CD3 inh, for two of the compounds above:
no.	Structure	TCR-CD3 inh
45	CCN(CC)CCNC(=O)CSc1c2c(nc3cc(Cl)ccc13)CCCC2	-4.1
46	COc1ccccc1NS(=O)(=O)c1ccc(Cl)cc1	3.2

Of the compounds above, these contain bromine:
entry	Structure	SIAE primary	rCAG binder	PRMT1 inh	TCR-CD3 inh	LEDGF integ inh	GC-B act	TDP2 absorb	mABHD4 FP	HTRA1 inhibitor	MBD2 DNA inh
10	CCOC(=O)c1c(C)[nH]c(C(=O)COC(=O)CNC(=O)c2ccc(Br)cc2)c1C	-20.7	4.7	2.5	-6.7	1.1	1.6	-4.3	-7.7	-2.7	8.8
27	Brc1ccc(-c2csc(N3CCCCCC3)n2)cc1	2.4	1.3	4.0	-2.2	-2.9	2.7	-0.9	6.2	-2.8	4.0
44	Clc1ccc(OCCCn2ccnc2)c(Br)c1	-0.3	-3.6	-0.3	-0.9	2.8	1.3	-4.2	14.1	2.6	-3.6

An excerpt; count on the stated rates, not on these rows.
